Screening data as filed in PubChem BioAssay.
PLK1 PBD inh = blocks phosphopeptide binding to human PLK1 polo-box domain; P53350; Plk1 PBD binding of FITC phosphopeptide, fluorescence polarization; Potency, µM, inactives show max response, negative = inhibition, actives largely listed as inhibitors; 360,000 compounds, 2.8% hits; AID 720504; note: potency is the fitted concentration of half-maximal effect; series mostly up to about 57 µM; % is set by controls: 0 for no effect and ±100 for the full control effect; nearly all actives have a fitted effect of over 65% in size
Target sequence (P53350 whole entry, looked up, the tested form may be a part): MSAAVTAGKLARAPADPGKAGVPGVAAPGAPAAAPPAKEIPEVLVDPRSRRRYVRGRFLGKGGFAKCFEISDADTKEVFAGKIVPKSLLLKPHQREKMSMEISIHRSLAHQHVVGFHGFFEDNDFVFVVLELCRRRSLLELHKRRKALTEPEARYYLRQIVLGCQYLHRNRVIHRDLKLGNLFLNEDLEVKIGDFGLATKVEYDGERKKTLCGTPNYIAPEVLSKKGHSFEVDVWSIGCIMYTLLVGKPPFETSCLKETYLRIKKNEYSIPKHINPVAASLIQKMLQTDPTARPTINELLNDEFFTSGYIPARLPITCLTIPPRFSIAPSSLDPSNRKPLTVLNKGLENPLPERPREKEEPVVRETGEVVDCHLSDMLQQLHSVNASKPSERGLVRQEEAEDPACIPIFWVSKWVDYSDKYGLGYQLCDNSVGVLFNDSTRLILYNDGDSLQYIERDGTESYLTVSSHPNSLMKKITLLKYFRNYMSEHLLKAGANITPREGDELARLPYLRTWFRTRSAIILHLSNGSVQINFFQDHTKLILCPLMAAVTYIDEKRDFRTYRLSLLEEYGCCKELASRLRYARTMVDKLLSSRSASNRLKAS
Mm-Cpn inhibitor = blocks the Methanococcus maripaludis chaperonin Mm-Cpn; purified Mm-Cpn ATPase, ADP Transcreener TR-FRET; Potency, µM (highest dose often 76.9 µM), for inactives: at the top dose activity, negative = inhibition, actives largely listed as inhibitors; 330,000 compounds, 0.031% hits; note: potency is the fitted concentration of half-maximal effect; % is set by controls: 0 for no effect and ±100 for the full control effect; nearly all actives have a fitted effect of over 80% in size
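TR-FRET (320 nm excitation; 590 and 665 nm emission) reports ADP made from 10 uM ATP by 25 nM enzyme; compounds were preincubated 10 min, reaction run 30 min, both at 37°C.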
EPAC1 antagonist = EPAC1 (human) antagonism; O95398; EPAC1 GEF assay, Rap1b-BODIPY-GDP exchange fluorescence; Potency, µM (highest dose often 115 µM), without a hit: top-dose activity change, negative = inhibition, hits mostly inhibitors; 360,000 compounds, 0.14% hits;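 note: potency is the fitted concentration of half-maximal effect; plate controls were vehicle for no effect and positive control for full effect; nearly all actives have a fitted effect of over 50% in size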
CCT chaperon mod = changes cytosolic chaperonin activity | purified chaperonin ATPase assay, HTRF ADP detection, 30 min | 360,000 compounds, 0.3% hits | activity change, % (test concentration not listed), hits read low; in the data active = activity change below about -30%; note: % is set by controls: 0 for no effect and ±100 for the full control effect
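We incubate TRiC, 40 or 20 nM final, with library compounds at 76 uM and 10 uM ATP for 30 min at 37 °C. ADP formed is detected with Transcreener HTRF reagents after 30 min at room temperature.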
WRN helicase inh = inhibitors of human WRN helicase | Q14191 | WRN helicase unwinding, fluorescent forked duplex, kinetic | Potency, µM (top dose mostly 114 µM), for inactives: at the top dose activity change, negative = inhibition, hits mostly inhibitors | 360,000 compounds, 0.46% hits; note: potency is the fitted concentration of half-maximal effect; % is set by controls: 0 for no effect and ±100 for the full control effect; nearly all actives have a fitted effect of over 55% in size
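Primary qHTS, 1536-well format. 20 nM WRN + compound, 15 min RT; start with 100 nM forked fluorophore/quencher duplex, 2 mM ATP (final); kinetic read ex 525/em 598 nm.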
EPAC2 antagonist = blocks human EPAC2 exchange factor. 360,000 compounds, 0.18% hits. Potency, µM (doses to about 114 µM), inactives show at the top dose activity, negative = inhibition, most hits filed as inhibitors. AID 720708. Q8WZA2. EPAC2 GEF exchange of Rap1B-BODIPY-GDP, fluorescence; note: potency is the fitted concentration of half-maximal effect; % is set by controls: 0 for no effect and ±100 for the full control effect; nearly all actives have a fitted effect of over 45% in size; many of its hits are not listed in these tables
EPAC1 agonist = activates human EPAC1 exchange factor; O95398; EPAC1 agonist qHTS, biochemical assay; response scale: 100% = response to 6.5 mM cAMP; Potency, µM (top dose mostly 154 µM), for inactives: top-dose activation, actives largely listed as activators; 360,000 compounds, 0.073% hits; note: potency is the fitted concentration of half-maximal effect; nearly all actives have a fitted effect of over 60% in size
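EPAC1 100 nM, Rap1B–BODIPY-GDP 250 nM, unlabeled GDP 50 uM; compound titration; 5 min RT; kinetic read ex480/em540 at 5-min intervals ×30 min; data normalized to 6.5 mM cAMP agonist control.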
PI5P4K alpha inh = blocks human PI5P4K alpha kinase activity | max response, % | 330,000 compounds, 1.2% hits | PI5P4Kalpha enzyme, ADP-Glo luminescence, 60 min; stronger effect = lower value | P48426 | AID 652105; active = max response of -50% or lower; inconclusive = between -30% and -50%; inactive = -30% or higher; note: value at the top dose of about 77 µM; % is set by controls: 0 for no effect and ±100 for the full control effect
Target sequence (P48426 whole entry, looked up): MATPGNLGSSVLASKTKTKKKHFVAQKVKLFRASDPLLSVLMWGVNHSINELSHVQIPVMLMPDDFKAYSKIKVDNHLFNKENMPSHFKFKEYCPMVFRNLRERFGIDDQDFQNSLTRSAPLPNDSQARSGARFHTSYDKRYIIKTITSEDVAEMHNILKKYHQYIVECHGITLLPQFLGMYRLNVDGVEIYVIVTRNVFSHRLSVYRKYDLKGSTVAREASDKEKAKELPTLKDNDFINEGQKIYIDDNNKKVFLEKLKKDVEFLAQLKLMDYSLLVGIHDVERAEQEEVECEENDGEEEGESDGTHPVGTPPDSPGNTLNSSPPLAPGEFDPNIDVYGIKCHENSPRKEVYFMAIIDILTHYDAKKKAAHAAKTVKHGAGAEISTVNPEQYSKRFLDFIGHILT
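Reactions run in 0.038 M HEPES pH 7.4, 0.28 mM EGTA, 0.1% CHAPS and 5% DMSO, with PI5P4Kalpha, substrate, compound and 5 microM ATP final, one hour at room temperature. Readout is ADP-Glo luminescence.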
An asterisk follows results filed as active; u = inconclusive; x = no result given; [ ] = dose if it differs, or a comment. Unless noted, calls come from the whole dose curve; as a rule, active = well fitted curve in the direction sought with a large enough effect; inconclusive = small, poorly fitted or top-dose-only effect, or another doubt; inactive = no such curve, though single readings can be large; an effect the other way counts as inactive or inconclusive. The list is partial (hit frequency here may not be typical).

molecule	PLK1 PBD inh	Mm-Cpn inhibitor	EPAC1 antagonist	CCT chaperon mod	WRN helicase inh	EPAC2 antagonist	EPAC1 agonist	PI5P4K alpha inh
CCC1(CC(C)C)C(=O)NC(=S)NC1=O	-8%	x	5%	-2.8	-19%	-5%	1%	1
O=C(O)c1cccc2c1NC(C(=O)O)C1CC(Sc3ccccc3[N+](=O)[O-])C(Cl)C21 (centres undefined)	8.4µM*	-4%	u	-2.8	32µM*	-2%	8%	-67*
CCc1nn(CC(=O)N2CCC3(CC2)OCCO3)c(=O)c2cccn12	-14%	1%	-11%	-1.2	-4%	7%	3%	3
Cn1cc(C=O)c2nccnc21	8%	x	12%	1.5	10%	7%	-2%	-2
CCN(CC)c1ccc(N=Cc2c(O)n(-c3ccc(Cl)cc3)c(=O)[nH]c2=O)cc1	u	-1%	11%	1.6	3%	148%[activator]	4%	-10
Cc1nn(Cc2ccccc2)c(C)c1C(=O)OCC(=O)Nc1cccc(S(N)(=O)=O)c1	-10%	1%	-7%	-3.1	-6%	-3%	15%	-4
CCOc1ccc(N=Cc2c(O)n(-c3cc(C)cc(C)c3)c(=O)[nH]c2=O)cc1	1%	-2%	1%	0.2	-1%	0%	10%	4
CCC(CO)(C(=O)OC1CC2CCC(C1)N2C)c1ccccc1 (centres undefined)	-11%	-1%	-29%	-7.3	1%	5%	7%	-1
NC(=O)c1cn(C2CCCCC2)c2ccccc2c1=O	-4%	0%	-2%	-1.3	-3%	-5%	0%	1
COCCCNC(=O)c1c(NC(=O)c2ccco2)n(Cc2ccccc2)c2nc3ccccc3nc12	u	-3%	u	1.0	u	u	3%	0
COC(=O)Nc1nc2ccccc2[nH]1	-1%	x	10%	1.6	4%	6%	0%	-4
O=C(N/N=C/c1c(O)n(-c2ccccc2)c(=O)[nH]c1=O)c1ccncc1	-3%	0%	9%	0.0	-34%	12%	-4%	-27
CN(C)c1ccc(/C=C2\C(=O)NC(=O)N(Cc3ccc(F)cc3)C2=O)cc1	1.2µM*	-2%	-21%	-0.5	-13%	0%	7%	-22
CCOP(=O)(OCC)C(O)c1ccc(N(C)C)cc1 (centres undefined)	-7%	-4%	-1%	-0.6	6%	-3%	-9%	1
C=CCn1c(O)c(C(CC)=Nc2ccccc2NC(C)=O)c(=O)[nH]c1=O	0%	1%	-1%	3.2	-12%	10%	-6%	x
CC(=O)NC1N=C(C)N(c2ccccc2)C1=O (centres undefined)	27µM*	0%	-2%	-5.6	-19%	-6%	6%	1
O=C(CCCc1ccc(N(CCCl)CCCl)cc1)NCc1ccccc1	-9%	x	-5%	-1.8	-3%	-7%	-4%	-16
CN(C)C(=O)Oc1ccc2c(c1)O/C(=C\c1ccccc1)C2=O	0%	2%	2%	-0.2	-13%	-11%	17%	3
COC(=O)c1ccc(N2C(=O)CC(N3CCC(n4c(=O)[nH]c5ccccc54)CC3)C2=O)cc1 (centres undefined)	-9%	3%	-20%	1.4	-30%[57.1 µM]	-15%	4%	0
CCn1c(O)c(C=NCCc2c[nH]c3ccccc23)c(=O)[nH]c1=O	-7%	0%	6%	-2.5	2%	7%	-6%	x
Cc1ccc2c(c1)CC1(CN2C)C(=O)NC(=O)N(CCC2=CCCCC2)C1=O (centres undefined)	-19%	-2%	-8%	-1.2	-5%	-7%	0%	-5
CC(=O)c1cn(CCCOc2ccccc2)c2ccccc12	5%	2%	-7%	-2.1	1%	u	-3%	19
CCNC(=O)N1c2ccccc2Sc2ccccc21	-14%	-3%	u	-2.7	-20%	-2%	0%	1
O=C(O)C1CSC(c2cccnc2)N1 (centres undefined)	-10%	-1%	4%	-2.0	-5%	25%	7%	10
CCN(CC)c1ccccc1	-1%	-3%	14%	-25	3%	2%	-18%	6
NC(N)=Nc1ccc2[nH]c3c(c2c1)C[C@@]1(O)[C@H]2Cc4ccc(O)c5c4[C@@]1(CCN2CC1CC1)C3O5 (some centres undefined)	-7%	0%	11%	-1.5	u	5%	-19%	-10
Cc1ccccc1Cc1c(C)nc2nc(SCC(=O)N3CCC4(CC3)OCCO4)nn2c1C	-8%	0%	4%	1.0	-21%	11%	-11%	4
COC(=O)C1=C(c2cccc(OC)c2OC)C[C@@H]2CC[C@H]1N2C(=O)NC1CC1	-5%	x	-18%	-2.7	1%	2%	3%	-1
CC(O)(CS(=O)(=O)c1ccccc1)C(=O)Nc1cccc(C(F)(F)F)c1 (centres undefined)	-7%	2%	-2%	-1.2	6%	1%	10%	x
CC(C)OP(=O)(O)NC(=O)c1ccccc1	-10%	3%	-3%	-1.3	9%	21%	-8%	-11
O=S(=O)(c1ccc(Cl)cc1)N1Cc2cc(Br)ccc2-n2nncc2C1	-4%	x	-16%	0.2	-9%	-14%	3%	-1
Cc1nc2ccc(Br)cc2c(=O)n1-c1ccc([N+](=O)[O-])c(C(F)(F)F)c1	-5%	-6%	19%	-5.3	0%	1%	7%	3
Cn1c(O)c(C=Nc2ccc(Cl)cc2)c(=O)n(C)c1=O	0%	1%	2%	-1.3	2%	4%	-2%	0
O=C(O)C1C2CCC(O2)C1C(=O)NC1CCCCC1 (centres undefined)	4%	0%	-2%	0.2	-5%	7%	-5%	-1
CCC(=NC1CC1)c1c(O)n(-c2ccc(OC)cc2)c(=O)[nH]c1=O	-4%	0%	-10%	-1.0	4%	10%	4%	-5
CCOP(=O)(OCC)C(NC(C)=O)C(Cl)(Cl)Cl (centres undefined)	-7%	0%	4%	-1.9	7%	-2%	2%	5
CCOC(=O)c1ccc2c(c1)N(CC)C(=O)c1ccccc1S2	-1%	1%	-9%	2.9	-11%	u	-3%	-3
COC(=O)C1=C(c2ccc(F)cc2OCc2ccccc2)C[C@@H]2CC[C@H]1N2C(=O)NCc1ccc(OC)cc1	-3%	0%	-24%	1.5	-12%	-15%	-7%	2
Cc1ccc(Cn2cc(C=O)c3ccccc32)cc1	-1%	0%	1%	-0.5	6%	-29%	5%	-3
c1ccc(NC2=NCCCS2)cc1	1%	3%	10%	-0.7	2%	3%	-4%	0
O=C(c1cc(-c2ccncc2)nc2ccccc12)N1CCC2(CC1)OCCO2	-2%	0%	-14%	2.4	2%	0%	-1%	0
Cc1c2cnn(CC(=O)N3CCC4(CC3)OCCO4)c(=O)c2c(C)n1Cc1ccc(F)cc1	-9%	1%	-2%	-0.8	-7%	23%[57.1 µM]	-2%	-1
COc1ccc(-n2nc(C(=O)NCC(=O)N3CCC4(CC3)OCCO4)c3ccccc3c2=O)c(OC)c1	6%	1%	5%	-4.2	0%[57.1 µM]	3%	-5%	1
CCOC(=O)c1cccc([P+](=O)O)c1	0%	-1%	-11%	1.8	-2%	10%	1%	6
COC(=O)C1=C(c2ccc(Cl)c(C(F)(F)F)c2)C[C@@H]2CC[C@H]1N2C	-11%	-1%	-2%	-1.3	15%	0%	-4%	11
O=C1CC(c2cccnc2)=NN1c1ccccc1	-8%	-12%	6%	-1.8	-4%	-4%	9%	0
Cc1ccc(-n2c(O)c(C=Nc3ccc(S(=O)(=O)N(C)C)cc3)c(=O)[nH]c2=O)cc1	0%	1%	10%	1.1	0%	0%	-2%	3
Nc1c(Br)cc2c3c(cccc13)-c1ccccc1-2	-21%	x	u	-14	u	20%	u	16
CCN1CCN(C(=O)COc2ccc(S(=O)(=O)N3CCOCC3)cc2C)CC1	0%	-1%	25%	2.3	7%	0%	3%	9
O=C(Nc1cccc(OC(=O)N2CCCCC2)c1)N1CCCCC1	-11%	-1%	-5%	-1.5	6%	0%[57.1 µM]	8%	1
O=C(c1ccccc1)C1NC1c1ccccc1 (centres undefined)	1%	0%	5%	-0.2	2%	-3%	-1%	-6
CN1C(=O)CC(c2ccccc2)Nc2ccccc21 (centres undefined)	-8%	1%	6%	0.0	0%	-1%	8%	-6
O=C1C2CCCN2C(c2cccnc2)N1c1ccc(Cl)c(Cl)c1 (centres undefined)	-3%	1%	-6%	1.7	-8%	-2%	-2%	0
COc1ccccc1C1C([N+](=O)[O-])=C(N)Oc2c1c(=O)oc1ccccc21 (centres undefined)	3%	0%	-1%	1.2	-5%	17%	-2%	2
CC1(C)CCCN1CCC(C(N)=O)(c1ccccc1)c1ccccc1	-4%	x	11%	-0.5	0%	-3%	6%	2
CC(C)C[C@@H]1COc2cccc(N3CCN(C)CC3)c2S(=O)(=O)N1	-4%	x	14%	-3.2	-3%	-14%	1%	3
COc1ccc(-n2c(Cc3cccc([N+](=O)[O-])c3)nc3ccccc3c2=O)cc1	-13%	1%	-8%	-3.7	-1%	3%	7%	2
C[C@]12CCC(=O)CC1CCC1C2CC[C@]2(C)C(OC(=O)CCC(=O)O)CCC12 (some centres undefined)	4%	3%	5%	-6.0	9%	8%	-6%	-2
c1ccc2c(CN3CCCCCCC3)c[nH]c2c1	-2%	-1%	-8%	-0.5	2%	11%	-9%	-2
COc1ccc(CCn2c(O)c(C=Nc3ccc(NC(C)=O)cc3)c(=O)[nH]c2=O)cc1OC	17%	0%	-9%	-1.3	-16%	1%	15%	-3

Shown with two lines to a compound: entries from further up.
Every second line gives: PLK1 PBD inh, Mm-Cpn inhibitor, EPAC1 antagonist, CCT chaperon mod, WRN helicase inh, EPAC2 antagonist, EPAC1 agonist, PI5P4K alpha inh
- CC1(C)CCCN1CCC(C(N)=O)(c1ccccc1)c1ccccc1
  -4%, x, 11%, -0.5, 0%, -3%, 6%, 2
- CC(C)C[C@@H]1COc2cccc(N3CCN(C)CC3)c2S(=O)(=O)N1
  -4%, x, 14%, -3.2, -3%, -14%, 1%, 3
